mHTT CaM bind: mHTT-calmodulin interaction abrogation; AlphaScreen His-mHTT/GST-CaM binding, luminescence; inhibition, % at 15 µM; hit rate 3.6% among 190,000; AID 1671202;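 further: 0% = both proteins with DMSO and 100% = one protein alone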
Pf apPOL inh: Pf-apPOL DNA polymerase inhibition; AID 1794808; inhibition, % at 10 µM; Recombinant Pf-apPOL, molecular beacon fluorescence, 1.5 h; hit rate 0.25% among 210,000
* = called active by the depositor; i = inactive; / = no result given; & = joins results of further samples. No stated cut-off is given here; in the data, active means inhibition above about 50%; inactive means the rest.

Results follow in this order: mHTT CaM bind, Pf apPOL inh
1	O=C(c1ccccc1C(F)(F)F)N1CCN(c2ccc(-c3cccs3)nn2)CC1
 : 14.6, -15.2
2	O=C(CN(C1CCCCC1)S(=O)(=O)c1ccccc1)N1CCCCCC1
 : 2.3, 46.4
3	Fc1ccc(CSc2nnnn2-c2cccc(Cl)c2)cc1
 : -22.4, -2.5
4	Cc1ccc(C=C2Oc3c(ccc(O)c3CN(C)C)C2=O)cc1
 : -1.3, -19.1
5	COc1ccc(CCNC(=O)CSc2ccc(-n3cccn3)nn2)cc1OC
 : -14.5, -3.3
6	O=C(CN1CCC(c2nc(-c3cccc(F)c3)no2)CC1)NCc1ccco1
 : 27.4, -5.9
7	CC(=O)Nc1ccccc1C(=O)N(Cc1ccccc1)Cc1ccccc1
 : 0.1, -12.4
8	Cn1c(=O)c2c(nc(NC(CO)CO)n2Cc2ccc(Br)cc2)n(C)c1=O
 : 0.0, 1.5
9	O=C(N1CCSCC1)C12CC3CC(CC(C3)C1)C2
 : /, -5.1
10	COc1ccc(S(=O)(=O)N2CCCC2C(=O)O)cc1 (stereo not drawn)
 : 4.1, -1.4
11	COc1cc(C(=O)N2CCN(Cc3ccccc3[N+](=O)[O-])CC2)cc(OC)c1OC
 : 9.6, 2.0
12	CCCc1c(-c2ccc(O)cc2)nn(-c2ccc(O)cc2)c1-c1ccc(O)cc1
 : /, -9.9
13	CSc1cccc(NC(=O)N2CCCC(C)(C(=O)NCc3ccc(F)cc3)C2)c1 (stereo not drawn)
 : 5.0, 1.0
14	CC(=O)c1cccc(NC(=O)c2ccc(Cl)s2)c1
 : -1.5, 0.8
15	O=C1CCCC2=C1C(c1ccncc1)n1nc(SCc3ccccc3Cl)nc1N2 (stereo not drawn)
 : -5.0, -5.0
16	CC(=O)NC1=NC(=O)/C(=C\c2ccc(-c3ccc4c(c3)COC4=O)o2)S1
 : 3.0, -3.9
17	Cc1ccc2c(Nc3ccccc3F)c(-c3nc(C)no3)cnc2n1
 : 0.2, -3.7
18	CCCCNC(=O)C1CC(c2ccc(OC)cc2)=NO1 (stereo not drawn)
 : -10.0, -1.5
19	NC(=O)c1c(NC(=O)c2ccc(S(=O)(=O)N3CCCC3)cc2)sc2c1CCC2
 : -6.3, 5.3
20	Cc1ccccc1C(=O)Nc1ccccc1F
 : -9.5, -3.8
21	COc1ccccc1NC(=O)CSc1nc2ccccc2n1C(C)=O
 : 11.0, -5.6
22	Cc1cc(O)c(C(C)C)cc1NC(=O)c1cccc(Cl)c1
 : -2.4, 0.3
23	O=C(NCc1csc(C2CCN(C(=O)c3ccccc3F)CC2)n1)C1CC1
 : -8.0, -5.8
24	O=C(NCc1ccccc1)N1CCCC1c1ccccc1Cl (stereo not drawn)
 : 0.5, -1.0
25	O=C(Nc1nnc(N=Cc2ccco2)s1)c1ccc(S(=O)(=O)N2CCCCC2)cc1
 : 9.0, 8.2
26	COc1ccc(CCNC2CC(=O)N(c3ccccc3F)C2=O)cc1 (stereo not drawn)
 : 8.4, -1.0
27	CCN(CC)S(=O)(=O)c1ccc(Nc2ncnc3c2nc2n3CCCCC2)cc1
 : 2.5, -8.1
28	O=C(CSc1ccccn1)Nc1ccccc1Sc1nccc(C(F)(F)F)n1
 : /, -8.2
29	CC(Nc1cc(N2CCN(S(=O)(=O)N(C)C)CC2)ccc1[N+](=O)[O-])c1ccccc1 (stereo not drawn)
 : 8.2, 1.7
30	COc1ccc2c(=O)c(Oc3ccc(C(=O)NC4CCCC4)cc3)c(C)oc2c1
 : -2.3, 0.1
31	Cc1noc(-c2ccc(OC(F)(F)F)cc2)c1C(=O)NCc1cccnc1
 : 0.3, -9.0
32	CC1CCc2c(sc3ncnc(SCC(N)=O)c23)C1 (stereo not drawn)
 : 0.8, -1.7
33	S=C(NCCc1ccccn1)NN1C2CSC1CS2
 : /, 4.9
34	O=C(NCC(O)C1CCCCC1)Nc1ccccc1F (stereo not drawn)
 : -16.9, -10.2
35	Cc1ccccc1CC(=O)N1CCC(c2nc(CNC(=O)C3CCC3)cs2)CC1
 : 8.1, -2.0
36	COc1ccc(-c2nc(C)cc(C)c2CNC(=O)c2cccs2)cc1
 : -10.9, -2.5
37	N#Cc1cccnc1Oc1ccc(Cl)cc1Cl
 : /, -1.7
38	COc1ccccc1-c1noc(C2CCCN2C(=O)CNC(=O)c2cccs2)n1 (stereo not drawn)
 : 1.0, 0.8
39	Cc1ccc(S(=O)(=O)N(C)c2ccc(OCC(=O)Nc3ccccc3Cl)cc2)cc1
 : -31.4, -5.2
40	CC(C)Cn1c(=O)c(N2CCN(C(=O)c3cccs3)CC2)nc2ccccc21
 : -16.5, -2.0
41	CCOC(=O)c1ccccc1NC(=O)CSc1nnc(-c2cccnc2)o1
 : 0.6, 1.5
42	O=C1C2CCCN2C(c2cccc(F)c2)N1c1ccc(Cl)cc1 (stereo not drawn)
 : -5.7, -7.2
43	CCc1[nH]nc(-c2cc(OC)ccc2OC)c1NC(C)=O
 : 6.6, -0.5
44	CCCCCCCCCCCCCCCCCC(=O)NC1CC(C)CC(C)(C)C1 (stereo not drawn)
 : -1.6, /
45	O=C(NC1CCCC1)c1ccc(-c2cccs2)nc1
 : -3.5, -1.1
46	CCCCN(Cc1ccccc1)C(=O)C1CCN(Cc2sccc2C)CC1
 : 9.4, 2.1
47	Clc1ccc(CSCCc2ccccn2)cc1
 : -15.2, -7.8
48	COc1cc(C2CC(=O)Nc3n[nH]c(C)c32)ccc1OCc1cccc(F)c1 (stereo not drawn)
 : 28.9, -3.5
49	COc1ccc(C2C(=O)N(C3CCCCCC3)CC(=O)N2Cc2ccccc2Cl)cc1 (stereo not drawn)
 : 35.0, -7.1
50	CCn1c(N2CCCC(C(=O)NCc3ccc(SC)cc3)C2)cc(=O)n(C)c1=O (stereo not drawn)
 : 15.9, 1.8

Continuation.
Results follow in this order: mHTT CaM bind, Pf apPOL inh
51	COc1ccc(CCNC(=O)C2Cc3ccccc3N3CCCCC23)cc1 (stereo not drawn)
 : 14.9, 4.9
52	N=C1S/C(=C\c2ccc(-c3ccc(Cl)cc3C(=O)O)o2)C(=O)N1c1nccs1
 : 75.0*, -1.8
53	CC(C)c1ccc(C2C3CSCC=C3C(C#N)=C(N)C2(C#N)C#N)cc1 (stereo not drawn)
 : 34.0, -1.8
54	Cc1ccc(C(=O)N2CCC(c3nc(CCNC(=O)C4CC4)cs3)CC2)s1
 : 15.0, 0.9
55	Cc1cc([N+](=O)[O-])ccc1-c1ccc(C(=O)NCCCN2CCOCC2)o1
 : 23.2, -1.1
56	C=CCOc1ccc(C2CC(=O)Nc3n[nH]c(C)c32)cc1OC (stereo not drawn)
 : -7.8, 1.1
57	COc1ccc(NC(=O)c2cc(S(=O)(=O)N3CCN(c4ccccn4)CC3)ccc2F)cc1
 : 15.0, -4.1
58	COc1ccc(C2C(C(=O)Nc3ccccc3F)=C(C)NC3=C2C(=O)CC(C)(C)C3)c(OC)c1 (stereo not drawn)
 : 9.0, -4.3
59	Cc1ccc(C(=O)N2CCCC(COc3cccc(C(=O)N4CCCC4)c3)C2)cc1C (stereo not drawn)
 : 14.9, -2.3
60	COc1ccc(C2SCCN2S(=O)(=O)c2ccc(C)cc2)cc1OC (stereo not drawn)
 : 0.0, 3.0

As entered above:
Pf apPOL inh result of entry 33 = 4.9
Pf apPOL inh result of entry 7 = -12.4
Pf apPOL inh result of entry 25 = 8.2
mHTT CaM bind result of entry 3 = -22.4

New compounds follow.
Results follow in this order: mHTT CaM bind, Pf apPOL inh
61	Cc1c(NC(=O)CCC2CCCCC2)cccc1C(=O)O
 : -4.7, -8.1
62	CC1=C(C#N)C(c2ccc([N+](=O)[O-])cc2)C2=C(CCCC2=O)N1 (stereo not drawn)
 : -0.9, -0.4
63	O=C(Nc1ccccc1)C1CCN(c2ncc(-c3ccccc3)cn2)CC1
 : -14.5, -0.3
64	O=C1NN(c2ccc(F)c(Cl)c2)C(=O)/C1=C/c1ccc(F)cc1
 : 13.0, -5.7
65	CC(=O)N(C(C)=O)c1ccc(Oc2ccc(Oc3ccc(N(C(C)=O)C(C)=O)cc3)cc2)cc1
 : 3.3, -0.4
66	CCc1ccc(C(=O)Nc2cnc(N3CCCC3)nc2)cc1
 : -1.6, -8.5
67	CCN(CC)C(=O)c1cc2c(s1)CCC(C(=O)Nc1cccc(OC)c1)C2 (stereo not drawn)
 : 2.1, -0.6
68	O=C1NC2(CCN(Cc3ccc(F)cc3Cl)CC2)N=C1c1ccccc1
 : 2.4, 7.2
69	O=C(CSc1nc2ccc([N+](=O)[O-])cc2s1)NCCc1ccccc1
 : 13.3, -2.3
70	COc1ccc(C2/C=C\CN(C(=O)C3CC3)[C@@H](C)C(=O)N2Cc2ccc(F)cc2)cc1 (stereo partly drawn)
 : 43.8, -4.4

Three compounds drawn at random from those above:
Results follow in this order: mHTT CaM bind, Pf apPOL inh
63	O=C(Nc1ccccc1)C1CCN(c2ncc(-c3ccccc3)cn2)CC1
 : -14.5, -0.3
38	COc1ccccc1-c1noc(C2CCCN2C(=O)CNC(=O)c2cccs2)n1 (stereo not drawn)
 : 1.0, 0.8
59	Cc1ccc(C(=O)N2CCCC(COc3cccc(C(=O)N4CCCC4)c3)C2)cc1C (stereo not drawn)
 : 14.9, -2.3

Carrying on:
Results follow in this order: mHTT CaM bind, Pf apPOL inh
71	S=C(NC1CCCCC1)N(C1CCCCC1)C1CCCCC1
 : -24.7, /
72	COc1ccc(NC(=O)C2CCCN(c3nccnc3Oc3ccccc3C)C2)cc1F (stereo not drawn)
 : 2.3, -5.4
73	COc1ncc(C(=O)N2CCCCC2)cn1
 : -6.8, 5.6
74	O=C(NCCCN1CCCCC1)c1cc2n(n1)CCCN(Cc1cccc(F)c1)C2=O
 : -7.5, 14.9
75	COC(=O)c1cc(Nc2cc(OC)cc(OC)c2)c2ccccc2n1
 : -10.2, 0.5
76	Cc1ccc(C(=O)N2CCC(CCNC(=O)c3ccc(F)cc3)CC2)cc1
 : 4.6, -1.3
77	COc1ccccc1C(=O)N1CCc2c(c(-c3nc(Cc4ccccc4)no3)nn2C)C1
 : 5.2, -3.4
78	CCN(CC)CCN1C2=NCCN2c2ccccc21
 : 5.0, 3.8
79	O=S(=O)(Cc1ccccc1)c1ccc(Cl)c(Cl)c1
 : -5.0, 3.9
80	NN1C(=O)CSC1=S
 : 5.6, /
81	O=C(CCc1conc1-c1ccc(F)cc1)N1CCN(c2ccccc2Cl)CC1
 : -8.7, -7.4
82	CCN(CC)C(=O)CC[C@H]1CC[C@]2(CCCN(C(=O)C(C)(C)C)C2)O1
 : -15.4, -7.8
83	CC(C)(C)c1nc(-c2ccc(C(F)(F)F)cn2)no1
 : /, -8.7
84	CCOC(=O)CNS(=O)(=O)c1ccc(F)cc1Br
 : 0.2, -4.3
85	C=CCn1c(-c2ccc(OC)cc2)nc2ccccc21
 : -2.0&-4.3, -4.1&5.0
86	COc1cccc(CCC(=O)N2CCC3(CC2)Nc2cccnc2NC3=NC2CCCC2)c1
 : 25.6, -4.8
87	O=C(NCCc1ccccc1)C1CCN(c2nc3ccccc3[nH]2)CC1
 : 0.0, -12.6
88	CSc1nnc2c(n1)OC(C(=O)c1ccccc1)Nc1ccccc1-2 (stereo not drawn)
 : 15.0, -0.2
89	CCc1ccccc1NC(=O)C1CC(=O)N(CCc2c[nH]c3ccc(F)cc23)C1 (stereo not drawn)
 : 6.1, -2.7
90	COc1ccccc1-c1noc(C2CCCN2C(=O)c2cccc(OC)c2OC)n1 (stereo not drawn)
 : -3.9, -3.1
91	CCOCCCNC(=O)CC1CCN(S(=O)(=O)c2ccc(Cl)s2)CC1
 : -4.7, 3.0
92	CCCc1cc(N2CCN(C(=O)c3ccco3)CC2)n2c(nc3ccccc32)c1C#N
 : 16.0, 5.3
93	CCc1c(C)[nH]c2c(C)cccc2c1=O
 : -1.9, -11.7
94	O=S(=O)(CCCOc1ccc2c(c1)OCO2)N1CCN(c2ncccn2)CC1
 : 0.1, 0.2
95	CC(=O)Nc1ccc(OCC(O)Cn2c3ccccc3c3ccccc32)cc1 (stereo not drawn)
 : 26.0, -1.8
96	Cc1ccc(-c2nnc3n2N=C(c2ccc(F)cc2)CS3)cc1
 : -2.0, -3.5
97	CCCCCOc1ccc(/C=c2\sc3nc(-c4cccnc4)nn3c2=O)cc1OC
 : 9.0, -6.1
98	O=C(Nc1ccc(Cl)cc1F)c1cc(S(=O)(=O)N2CCc3ccccc32)ccc1F
 : -19.0, 1.2
99	COc1ccc(N2C(N)=C(C#N)C(c3ccc(OC)c(OC)c3)C3=C2CC(C)(C)CC3=O)cc1 (stereo not drawn)
 : 12.5, 2.3
100	N/C(=N\OC(=O)N1c2ccccc2Sc2ccccc21)c1ccccc1
 : i, 5.3
101	O=C(O)Cc1csc(NC(=O)CSc2nc3ccccc3s2)n1
 : /, 8.4
102	Clc1ccc(SCCCN2CCOCC2)cc1
 : 3.2, -3.5
103	CC(C)C(C(=O)Nc1ccccc1Br)N1C(=O)c2ccccc2C1=O (stereo not drawn)
 : 1.0, 0.7
104	CCN1c2ccc(F)cc2C(=O)NC12CCN(C(=O)Cc1cccc(OC)c1)CC2
 : 12.2, -0.4
105	Cc1ccc(NC(=O)N2CCCC2c2nc(-c3ccc(F)cc3F)no2)c(C)c1 (stereo not drawn)
 : -2.1, 0.4
106	CC1CCN(C(=O)c2cc3c(s2)CCC(C(=O)Nc2ccc4c(c2)OCO4)C3)CC1 (stereo not drawn)
 : 10.4, -3.1
107	COc1ccccc1CNC(=O)C(=O)NCc1cc(C)oc1C
 : -1.5, -4.1
108	CCN1c2ccccc2C(=O)NC12CCN(C(=O)c1ccc(F)c(F)c1)CC2
 : -4.2, -3.5
109	CCNc1ccc(S(=O)(=O)C(F)(F)F)c([N+](=O)[O-])c1
 : 17.0, -0.5
110	O=S(=O)(Cc1cccc(F)c1)NCCc1ccsc1
 : -12.4, -6.9
111	CC(=O)c1cccc(NC(=O)CCC2CCCC2)c1
 : -9.5, -2.9
112	CC1CCN(C(=O)C2CCN(c3cncnc3N(C)C)CC2)CC1
 : -2.0, -3.8
113	Cc1ccccc1NCC(=O)c1ccc([N+](=O)[O-])cc1
 : 9.9, 0.8
114	Cn1cc(CC(=O)NCc2ccccc2)c2cccnc21
 : -9.0, 1.3
115	Cc1ccc(CNC(=O)C2CCN(c3cc(C(=O)N4CCCC4)ccn3)CC2)cc1
 : 2.4, 3.1
116	N=C(N=C(N)N)N1CCc2ccccc21
 : -6.2, /
